Screening data: PubChem, several laboratories
MEKK2 WT-MEK5 = raises or lowers MEK5 binding to wildtype human MEKK2 PB1 domain | Q9Y2U5 | bead flow cytometry, Alexa488-MEK5 binding to MEKK2 WT; actives lie on both sides | 290,000 tested, 1.1% active | AID 1531 | binding response (% of control), % at 10 µM; in the data active means binding response below about 67% or above about 130%
M18AAP inhibitor = PfM18AAP enzyme inhibition. AID 1822. recombinant PfM18AAP, H-Glu-NHMec fluorogenic cleavage. inhibition, % at 7.35 µM. 290,000 tested, 1.2% active;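 active means inhibition above the campaign mean inhibition over all tested compounds plus 3 SD, cut at about 28% in these data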;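 further: 0% = plate median of test compound wells and 100% = 2 mM ZnCl2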
OXTR ag = activates the human oxytocin receptor | AID 2435 | activation, % at 3 µM | CHO-OTR cells, Fluo-8 calcium fluorescence; normalized: DMSO 0%, oxytocin 100% | 320,000 tested, 0.32% active;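 active means activation above the mean of all tested compounds plus 3 SD, cutoff set per screening run, cut at about 20% in these data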;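 further: peak over basal fluorescence ratio from a 100 s FLIPR kinetic read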
Target sequence (P30559 whole entry, looked up): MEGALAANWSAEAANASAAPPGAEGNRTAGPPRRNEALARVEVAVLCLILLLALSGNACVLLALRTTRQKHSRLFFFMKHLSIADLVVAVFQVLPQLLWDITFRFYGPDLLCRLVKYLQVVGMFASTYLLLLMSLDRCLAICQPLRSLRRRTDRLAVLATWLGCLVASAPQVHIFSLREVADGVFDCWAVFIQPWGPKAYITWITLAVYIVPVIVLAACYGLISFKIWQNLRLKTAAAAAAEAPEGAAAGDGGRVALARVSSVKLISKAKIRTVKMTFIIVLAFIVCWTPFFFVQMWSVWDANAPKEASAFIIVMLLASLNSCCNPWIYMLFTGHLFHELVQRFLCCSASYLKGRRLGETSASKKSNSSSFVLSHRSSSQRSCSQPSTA
NALP1 inh = NALP1 inhibition | 280,000 tested, 0.61% active | inhibition, % at 10 µM | S. cerevisiae NALP1/ASC/caspase-1 growth, X-gal OD620, 72 h; in the data active means inhibition mostly above about 24%, no sharp cut-off; inactive means mostly below about 32%; further: some compounds called inactive have numbers as strong as hits
MEKK3 PB1 HTS = raises or lowers MEK5 binding to the human MEKK3 PB1 domain; bead-based flow cytometry, Alexa488-MEK5 binding to MEKK3; actives lie on both sides; 0 = blocked by unlabeled MEK5, 100 = vehicle; binding response (% of control), % at 10 µM; 290,000 tested, 1.4% active; AID 1529;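 active means binding response more than 3 SD above or below the average of its plate-row segment, actives on both sides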;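 further: Alexa488 bead fluorescence after subtracting the streptavidin-only scavenger bead signal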
MEKK2mut PB1 HTS = signal of MEK5 binding to mutant human MEKK2 PB1 domain | percent response, % at 10 µM | 290,000 tested, 0.35% active | bead flow cytometry, Alexa488-MEK5 binding to MEKK2 mutant; in the data active means percent response above about 24%, passing the limit was not always enough; further: inactives centre near 1; some results filed as inactive read as strong as hits; reference of the scale not given here
PHOSPHO1 block = blocks human PHOSPHO1 phosphatase activity; Q8TCT1; recombinant PHOSPHO1, absorbance phosphatase assay; inhibition, % at 13.3 µM; 290,000 tested, 1.1% active; AID 1565; in the data active means inhibition above about 60%
Target sequence (Q8TCT1 whole entry, looked up): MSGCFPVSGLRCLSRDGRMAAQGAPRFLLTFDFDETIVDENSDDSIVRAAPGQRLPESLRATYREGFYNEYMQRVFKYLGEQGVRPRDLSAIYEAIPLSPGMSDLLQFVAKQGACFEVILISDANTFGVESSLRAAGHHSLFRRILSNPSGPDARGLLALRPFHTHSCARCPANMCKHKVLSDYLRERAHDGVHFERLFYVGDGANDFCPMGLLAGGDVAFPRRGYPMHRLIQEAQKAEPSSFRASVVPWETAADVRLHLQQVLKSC
FID counter = fluorescent intercalator displacement, NS3 helicase counter-screen. DNA fluorescent intercalator displacement, fluorescence. inhibition, % at 7.9 µM. 290,000 tested, 0.17% active; in the data active means inhibition above about 37%;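 further: 0% = vehicle and 100% = reference compound; higher means more ethidium bromide displaced from hairpin DNA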
GPR7 antag = antagonists of human GPR7 (neuropeptides B/W receptor 1); P48145; GPR7-expressing cells, fluorescence antagonist assay; inhibition, % at 4.4 µM; 290,000 tested, 1.1% active; AID 1861; in the data active means inhibition above about 16%, passing the limit was not always enough;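 further: cells stimulated with the agonist NPW; 0% = agonist with vehicle and 100% = vehicle without agonist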
Target sequence (P48145 whole entry, looked up): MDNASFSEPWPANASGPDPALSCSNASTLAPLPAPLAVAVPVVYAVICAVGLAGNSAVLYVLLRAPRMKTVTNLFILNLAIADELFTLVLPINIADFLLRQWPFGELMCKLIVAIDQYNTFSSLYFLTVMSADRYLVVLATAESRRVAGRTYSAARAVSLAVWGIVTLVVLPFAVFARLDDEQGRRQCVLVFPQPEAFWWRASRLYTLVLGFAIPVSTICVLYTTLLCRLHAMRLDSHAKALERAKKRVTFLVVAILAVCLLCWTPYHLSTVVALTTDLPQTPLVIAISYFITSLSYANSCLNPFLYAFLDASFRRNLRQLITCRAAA
Starred values were filed as active, the others as inactive; nt = not tested or not shown. Hits appear at their usual frequency (roughly 6.2% active in at least one column).

SMILES	MEKK2 WT-MEK5	M18AAP inhibitor	OXTR ag	NALP1 inh	MEKK3 PB1 HTS	MEKK2mut PB1 HTS	PHOSPHO1 block	FID counter	GPR7 antag
CC(=O)Nc1ccc(N2C(=O)CSC2c2c(F)cccc2Cl)cc1 (stereo unspecified)	57	-4	3.4	10	57	-14	43	-15	14
Cc1cccc(N2CCN(C(=O)c3noc4c3COc3ccc(C)cc3-4)CC2C)c1 (stereo unspecified)	98	-4	-0.8	19	104	-1	39	-22	-14
CCN(c1ccccc1)S(=O)(=O)c1cc2c(cc1C)NC(=O)CO2	95	-13	-1.6	10	101	-2	5	-16	-5
COc1ccc(OC)c([N+](=O)[O-])c1C(N)=O	98	6	0.2	16	95	-5	26	0	-8
COc1ccc(C(=O)NCC(C)C)c(OC)c1	107	-3	-1.7	16	94	-1	-3	-1	2
O=C(CCSCc1ccccc1)Nc1ccc2c(c1)OCCO2	99	9	0.8	0	94	-4	51	-19	-2
O=C(N/N=C/c1cc(Br)c(O)c(Br)c1)c1cc2c(ccc3ccccc32)o1	96	-9	nt	7	102	0	-2	-37	-30
COC(=O)CNC(=O)COC(=O)/C=C/c1ccc(F)cc1	97	0	3.3	2	101	-2	17	-4	-1
C/C(=N\NC(=S)Nc1c(C)cccc1C)c1ccc(OC(F)F)cc1	98	18	-1.3	17	97	-3	0	-16	4
COCCNC(=O)CN(C(=O)CCC(=O)Nc1cc(C)on1)c1ccccc1C	100	-2	0.8	4	100	-2	-3	-10	-5
CN(C)CCC#CC1(O)c2ccccc2-c2ccccc21	109	-16	0.3	nt	105	2	nt	4	-12
COc1cc(-c2n[nH]c(=S)n2/N=C/c2cccn2C)cc(OC)c1OC	85	19	72*	nt	89	-7	10	-26	80*
O=C(CCn1c(=S)[nH]c2ccccc2c1=O)N1CCOCC1	105	10	0.7	nt	108	6	16	-3	0
O=C(NCC1CCCN(C(=O)CN2CCCCC2)C1)c1ccccc1Cl (stereo unspecified)	100	-7	1.4	nt	101	-2	3	0	-6
CCOC(=O)C(=NCCCN(C)C)NNc1ccc(Br)cc1	106	9	-0.9	14	101	5	-19	-5	-9
CCOC(=O)C1(C)NC(c2ccccc2F)C2C(=O)N(c3cccc(C(C)=O)c3)C(=O)C21 (stereo unspecified)	112	-4	-1.0	0	110	8	-2	-13	-11
O=C(Nc1ncccc1Cl)c1ccccc1F	100	4	0.6	23	100	-2	0	8	-4
O=C(O)c1c2c(nc3ccc(S(=O)(=O)N4CCC(C(=O)NCc5ccc(Cl)cc5)CC4)cc13)CCCC2	99	7	1.3	-3	102	6	24	-21	-7
CCCC(C1=C(O)CC(C)(C)CC1=O)C1C(=O)CC(C)(C)CC1=O (stereo unspecified)	93	8	-2.1	12	85	11	-2	-8	14
COC(=O)c1cc(Cl)cc(Cl)c1OS(=O)(=O)N(C)C	102	-7	-2.0	-10	102	0	16	-7	-2
CCN(CC)S(=O)(=O)c1ccc(NN=C2CCN(C)CC2)c([N+](=O)[O-])c1	100	-2	-0.6	2	103	-5	17	2	-1
Cc1cc(C)c(S(=O)(=O)c2cccc(C)c2C)c(=O)[nH]1	105	-14	0.1	33*	104	1	24	-6	4
COc1cc(C)c(Br)cc1S(=O)(=O)NCc1ccncc1	99	5	11	14	102	2	25	-4	-3
CCn1c(C(=O)N2CCCC(C(=O)NCCCc3ccccc3)C2)cc2sccc21 (stereo unspecified)	104	7	3.5	-59	105	3	6	-37	9
O=C(NCC1(N2CCOCC2)CCCCC1)c1cccc(S(=O)(=O)N2CCc3ccccc3C2)c1	101	-1	-2.3	18	101	-1	36	1	5
COCCn1c(SCC(=O)N2CCOCC2)nnc1-c1ccco1	102	-3	11	19	101	1	2	-2	-4
Cc1nc2scc(-c3cccs3)c2c(=O)n1N	100	-1	-0.9	-3	98	-2	3	-2	-7
CC1=C(C(N)=O)C(c2ccccn2)n2nc(SCc3ccccc3)nc2N1 (stereo unspecified)	102	0	-0.1	23	111	2	-5	-2	-8
CC(CN1CCCCC1)OC(=O)/C=C/c1ccccc1 (stereo unspecified)	100	-3	-0.1	8	101	-3	44	0	-19
COc1cc(/C=N\NC(=O)c2ccc(=O)[nH]n2)cc(OC)c1OC	106	6	-1.0	2	101	9	50	0	1
COc1ccc(NC(=S)NCCc2c(C)[nH]c3ccc(OC)cc23)cc1	100	-4	-0.1	11	109	-3	-1	-2	-3
O=C(c1ccccc1F)N1CCN(c2cccc(C(F)(F)F)c2)CC1	92	-9	2.9	-9	96	-5	41	-21	23*
CCOC(=O)c1c(NC(=S)Nc2ccccc2)sc(C)c1C	93	2	-1.2	12	82	4	5	-9	-5
Cc1cc(C)nc(NS(=O)(=O)c2ccc(N/C=C\C(=O)c3ccc(Cl)cc3)cc2)n1	96	-2	2.4	12	103	0	28	-8	6
COC(=O)c1c(NC(=O)c2ccccc2N(C)S(=O)(=O)c2ccccc2)sc2c1CCCC2	102	3	nt	-16	94	3	5	-3	-7
Cc1ccc(-n2c(SCC(=O)Nc3ccc(Cl)cc3)nc(O)cc2=O)cc1	92	6	0.2	2	98	-2	18	-36	-2
NC(=O)c1cc2cc(Br)ccc2oc1=NCc1ccccc1	108	-4	-0.3	11	112	0	-1	-3	10
COc1ccc(C(=O)NC(=S)NC2CCCCC2)cc1	103	-4	-1.1	7	106	7	-11	-25	-31
CCn1c(COc2ccccc2)nnc1SCC(=O)Nc1cc(C)ccc1OC	112	-5	1.6	2	105	8	-64	-39	-5
O=C1NC(=O)/C(=C/c2ccc(OS(=O)(=O)c3ccc(F)cc3F)cc2)N1	60	4	1.5	10	54	-21	33	-6	15

Not a retest: an excerpt of the list.
SMILES	MEKK2 WT-MEK5	M18AAP inhibitor	OXTR ag	NALP1 inh	MEKK3 PB1 HTS	MEKK2mut PB1 HTS	PHOSPHO1 block	FID counter	GPR7 antag
COc1cc(C)c(Br)cc1S(=O)(=O)NCc1ccncc1	99	5	11	14	102	2	25	-4	-3
CCn1c(C(=O)N2CCCC(C(=O)NCCCc3ccccc3)C2)cc2sccc21 (stereo unspecified)	104	7	3.5	-59	105	3	6	-37	9
O=C(NCC1(N2CCOCC2)CCCCC1)c1cccc(S(=O)(=O)N2CCc3ccccc3C2)c1	101	-1	-2.3	18	101	-1	36	1	5
COCCn1c(SCC(=O)N2CCOCC2)nnc1-c1ccco1	102	-3	11	19	101	1	2	-2	-4
Cc1nc2scc(-c3cccs3)c2c(=O)n1N	100	-1	-0.9	-3	98	-2	3	-2	-7
CC1=C(C(N)=O)C(c2ccccn2)n2nc(SCc3ccccc3)nc2N1 (stereo unspecified)	102	0	-0.1	23	111	2	-5	-2	-8
CC(CN1CCCCC1)OC(=O)/C=C/c1ccccc1 (stereo unspecified)	100	-3	-0.1	8	101	-3	44	0	-19
COc1cc(/C=N\NC(=O)c2ccc(=O)[nH]n2)cc(OC)c1OC	106	6	-1.0	2	101	9	50	0	1
COc1ccc(NC(=S)NCCc2c(C)[nH]c3ccc(OC)cc23)cc1	100	-4	-0.1	11	109	-3	-1	-2	-3
O=C(c1ccccc1F)N1CCN(c2cccc(C(F)(F)F)c2)CC1	92	-9	2.9	-9	96	-5	41	-21	23*
CCOC(=O)c1c(NC(=S)Nc2ccccc2)sc(C)c1C	93	2	-1.2	12	82	4	5	-9	-5
Cc1cc(C)nc(NS(=O)(=O)c2ccc(N/C=C\C(=O)c3ccc(Cl)cc3)cc2)n1	96	-2	2.4	12	103	0	28	-8	6
COC(=O)c1c(NC(=O)c2ccccc2N(C)S(=O)(=O)c2ccccc2)sc2c1CCCC2	102	3	nt	-16	94	3	5	-3	-7
Cc1ccc(-n2c(SCC(=O)Nc3ccc(Cl)cc3)nc(O)cc2=O)cc1	92	6	0.2	2	98	-2	18	-36	-2
NC(=O)c1cc2cc(Br)ccc2oc1=NCc1ccccc1	108	-4	-0.3	11	112	0	-1	-3	10
COc1ccc(C(=O)NC(=S)NC2CCCCC2)cc1	103	-4	-1.1	7	106	7	-11	-25	-31

Carrying on.
SMILES	MEKK2 WT-MEK5	M18AAP inhibitor	OXTR ag	NALP1 inh	MEKK3 PB1 HTS	MEKK2mut PB1 HTS	PHOSPHO1 block	FID counter	GPR7 antag
COc1ccc(CNS(=O)(=O)c2cc(-c3cc(C)no3)ccc2OC)cc1OC	102	-9	1.2	15	98	0	12	-19	-7
CCOC(=O)c1c(NC(=O)CSC(=S)N2CCOCC2)sc(C)c1C	106	-3	-0.9	17	107	-1	3	-1	-4
CC(C)N=C(Nc1ccccc1)c1cccnc1	99	2	0.4	-13	98	0	15	2	-2
Cc1ccc(C(=O)NNC(=O)c2ccncc2)cc1C	104	-1	-0.6	7	104	5	nt	-1	-11
C[C@]12CC[C@@H]3c4cc(O)c(O)cc4CC[C@H]3[C@@H]1CC[C@@H]2O	81	67*	2.6	4	99	1	28	-6	-8
COc1ccc(NC(=S)NN2CCOCC2)cc1OC	107	8	0.8	17	96	6	-4	0	-4
CCN(CC)c1ccc(NC(=S)NCC2CCCO2)cc1 (stereo unspecified)	83	5	0.4	6	85	-14	39	1	-7
CCC(=O)Nc1nc(-c2ccc3c(c2)OCCO3)cs1	101	3	-1.2	42	99	8	-10	-5	-6
N#Cc1ccc(NCC(=O)Nc2ccc3c(c2)OCCO3)cc1	96	4	0.4	-2	104	-2	53	-2	1
Cc1cc(Br)ccc1NC(=O)CNC(=O)CN1C(=O)NC2(CCCCCC2)C1=O	105	1	0.0	19	104	5	-14	-18	-4
O=S(=O)(Nc1cccc(Br)c1)c1cccc2nsnc12	105	-7	-1.0	11	103	11	30	-11	-6
O=C(CSc1nnc(-c2cccnc2)o1)c1cc2ccccc2oc1=O	89	-14	1.8	4	90	-7	-3	-4	-3
COc1cc(C(C(=O)NC2CCCC2)N(C(=O)Cc2cccs2)C2CC2)cc(OC)c1OC (stereo unspecified)	90	-4	-1.0	-2	89	-6	-6	-16	-17
O=C(Nc1nc2ccccc2[nH]1)c1ccc(F)c(S(=O)(=O)N2CCOCC2)c1	112	-3	5.9	7	101	14	4	-10	-2
Cc1cc(C)c2nc(NNC(=O)c3cc(-c4cccs4)nc4ccccc34)sc2c1	93	6	-0.5	21	107	-5	-1	-10	-1
CCN(CC)C(=O)C1CCN(S(=O)(=O)c2ccc(-n3cnnn3)cc2)CC1	94	-16	-0.3	2	98	-4	47	-2	-4
Cc1nn(CC(=O)Nc2nccs2)c(C)c1[N+](=O)[O-]	97	3	1.4	-1	97	-1	-30	2	-3
C(=N\n1cnnc1)/c1ccc(OC2CSC2)cc1	94	-15	-0.6	23	95	-2	-5	-6	-15
CCOC(=O)Cc1ccc(NC(=O)c2ccc([N+](=O)[O-])cc2)cc1	90	-15	0.1	-7	86	-4	30	3	6
CCC(=O)c1c[nH]c(C(=O)N2CCOCC2)c1	107	5	0.1	7	102	6	24	-1	-12
